PKA-R2B activ: activates the human PKA-R2B holoenzyme complex. P22694+P31323. PKA-R2B holoenzyme dissociation, Cy5-IP20 fluorescence polarization; R2B truncated from residue 108, S112A mutant; 0% DMSO only, 100% 113 µM cGMP. activation, % at 11.4 µM. 340,000 tested, 0.079% active. AID 504700;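 active = activation above a cutoff set at the mean over all compounds plus 3 SD, cut at about 18% in these data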;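 also: higher means more holoenzyme dissociation and a rise in polarization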
Target sequence (P31323 whole entry, looked up, other chains not shown, the tested form may be a part): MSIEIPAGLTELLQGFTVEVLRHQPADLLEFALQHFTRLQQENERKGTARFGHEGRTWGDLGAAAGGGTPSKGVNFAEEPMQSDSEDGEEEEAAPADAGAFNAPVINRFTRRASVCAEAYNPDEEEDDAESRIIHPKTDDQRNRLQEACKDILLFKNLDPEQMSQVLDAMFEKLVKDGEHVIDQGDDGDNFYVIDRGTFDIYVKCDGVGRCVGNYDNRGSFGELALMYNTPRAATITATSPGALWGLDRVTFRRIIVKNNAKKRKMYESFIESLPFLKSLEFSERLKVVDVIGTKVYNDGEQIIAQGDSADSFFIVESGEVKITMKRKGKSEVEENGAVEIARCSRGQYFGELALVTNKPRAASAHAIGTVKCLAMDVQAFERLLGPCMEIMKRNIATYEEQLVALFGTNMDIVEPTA
NSD2 inh: blocks human histone methyltransferase NSD2 | O96028 | NSD2 peptide methylation, AlphaScreen, 120 min | inhibition, % at 12.5 µM | 310,000 tested, 0.54% active; in the data active = inhibition above about 50%
SR-BI uptake up: enhances SR-BI lipid uptake from DiI-HDL; CHO ldlA[mSR-BI] cells, DiI-HDL uptake fluorescence, 3 h; 100 = double the neutral-control signal; activation, % at 12.5 µM; 320,000 tested, 0.096% active; AID 504775;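 active = mean replicate activation of at least 60% and every replicate at or above 60%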;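 also: 0% = median plate neutral-control signal and 100% = twice that signal; values of inactives mirror those of a sister screen read the other way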
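system = CHO ldlA[mSR-BI] cells, LDL receptor-null, SR-BI overexpressing | medium = Ham's F12 with 0.5% BSA, HEPES 25 mM, pH 7.4 | probe or stimulus = DiI-HDL 10 µg/mL | compound dosing = single-point compound dose | incubation = compound exposure 3 h, 37 °C | technique = DiI fluorescence, bottom read | read-out = cell-associated DiI fluorescence as measure of HDL uptake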
PvdQ acylase: P. aeruginosa PvdQ acylase inhibition | purified PvdQ acylase, fluorescence plate reader | inhibition, % at 10 µM | 340,000 tested, 0.063% active; in the data active = inhibition above about 30%, passing the limit was not always enough;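 also: 0% = vehicle neutral wells and 100% = reference inhibitor wells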
SR-BI HDL uptake: inhibitors of mouse SR-BI mediated HDL lipid uptake; ldlA[mSR-BI] CHO cells, DiI-HDL uptake fluorescence, 3 h; 320,000 tested, 0.96% active; Q61009; AID 488896; inhibition, % at 12.5 µM;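 active = mean replicate inhibition of at least 70% and a set share of replicates each scoring 70 or more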;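 also: 0% = median of neutral control wells and 100% = median of positive control wells; values of inactives mirror those of a sister screen read the other way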
DAGLB inh: blocks human DAGLB lipase activity; Q8NCG7; HEK293T DAGLB membrane lysate, EnzChek fluorogenic substrate; inhibition, % at 5.17 µM; 340,000 tested, 0.059% active; AID 504411; in the data active = inhibition above about 34%;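 also: 0% = enzyme with vehicle and 100% = wells lacking enzyme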
Target sequence (Q8NCG7 whole entry, looked up): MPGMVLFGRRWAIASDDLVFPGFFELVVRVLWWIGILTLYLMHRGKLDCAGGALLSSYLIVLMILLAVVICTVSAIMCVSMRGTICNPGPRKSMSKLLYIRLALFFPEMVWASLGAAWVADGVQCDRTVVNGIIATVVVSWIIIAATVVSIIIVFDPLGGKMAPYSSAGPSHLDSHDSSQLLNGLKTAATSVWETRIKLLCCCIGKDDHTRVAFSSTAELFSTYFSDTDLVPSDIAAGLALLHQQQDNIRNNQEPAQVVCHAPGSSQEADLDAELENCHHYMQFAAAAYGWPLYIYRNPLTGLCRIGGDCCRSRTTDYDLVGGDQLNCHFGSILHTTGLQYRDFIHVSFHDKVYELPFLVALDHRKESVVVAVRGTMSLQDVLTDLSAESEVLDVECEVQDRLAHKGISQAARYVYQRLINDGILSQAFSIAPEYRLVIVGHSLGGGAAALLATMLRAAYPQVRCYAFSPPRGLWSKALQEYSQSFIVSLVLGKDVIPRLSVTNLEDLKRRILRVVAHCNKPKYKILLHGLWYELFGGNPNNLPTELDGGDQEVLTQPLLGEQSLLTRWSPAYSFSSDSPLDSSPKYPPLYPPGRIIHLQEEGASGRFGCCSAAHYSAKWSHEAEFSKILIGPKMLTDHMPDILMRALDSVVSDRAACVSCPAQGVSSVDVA
Keap1-Nrf2 PPI: Keap1-Nrf2 (human) interaction inhibition | Keap1 Kelch-Nrf2 peptide fluorescence polarization, 1536-well | inhibition, % at 9.4 µM | 340,000 tested, 0.15% active; in the data active = inhibition above about 12%;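 also: human Keap1 Kelch domain with fluorescein labeled Nrf2 9mer peptide probe; 0% = neutral control wells and 100% = peptide positive control; higher means more block of Keap1 binding to Nrf2 peptide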
RTF Ca sens inh: cardiac RTF calcium desensitization; IANBD-labeled cardiac RTF, Ca2+ fluorescence; 340,000 tested, 0.12% active; AID 493244; P19429+P45379; inhibition, % at 7.15 µM;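 active = inhibition above the mean inhibition of all tested compounds plus 3 SD, cut at about 17% in these data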;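 also: assay run at fixed EC70 calcium of 1.6 mM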
Arr AP2 block: human beta-arrestin and AP2 interaction inhibition. FITC-arrestin peptide / GST-AP2 beads, flow cytometry; AP2 beta2 appendage carries R879A mutation. inhibition, % at 10 µM. 340,000 tested, 0.31% active. AID 504490;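 active = inhibition above a set limit, near 3 SD of compounds lacking own fluorescence, cut at about 54% in these data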;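 also: plate controls were DMSO wells for no effect and 5 µM unlabelled arrestin peptide for full effect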
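test system = AP2 appendage R879A on GSH beads | buffer or medium = PBS plus Tween 20 (0.05%) and BSA (0.1%) | incubation = 12 min plus 1 h, RT | detection = bead flow cytometry, FITC channel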
LANA DNA inh: inhibitors of KSHV LANA C-terminal domain DNA binding; MBP-C-LANA/FAM-LBS DNA binding, fluorescence polarization; inhibition, % at 9 µM; 340,000 tested, 0.078% active;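 active = highest replicate inhibition at or above 60% at 9 µM, even if other replicates fall short; inactive = all replicates below 60% inhibition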;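 also: 0% = neutral control wells and 100% = 4 µM acridine orange control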
Starred values were filed as active, the others as inactive; nt = no result given.

No.	SMILES	PKA-R2B activ	NSD2 inh	SR-BI uptake up	PvdQ acylase	SR-BI HDL uptake	DAGLB inh	Keap1-Nrf2 PPI	RTF Ca sens inh	Arr AP2 block	LANA DNA inh
1	CC1(C)CC(=O)C2=C(C1)NC(=S)C(C#N)C21CCCCC1 (stereo not drawn)	5	-2	-14	-7	14	1	-1	-9	2	-2.5
2	Cc1ccc(OCCN2CCCCCC2)c(C)c1	-10	6	9	-5	-9	-2	0	-12	23	-0.4
3	Cc1csc(NC(=O)CCC(=O)N(CC(=O)NC2CCCCC2)c2ccccc2)n1	-4	5	-1	-6	1	1	0	6	-12	1.0
4	CCOc1ccc(S(=O)(=O)N2CCCC(C(=O)N3CCOCC3)C2)cc1Cl (stereo not drawn)	6	3	nt	-12	nt	2	-2	2	9	-0.4
5	CCOC(=O)N1CCN(C(=O)c2cn(CC)c3ccc(S(=O)(=O)N4CCCCC4)cc3c2=O)CC1	7	-4	24	-11	-24	0	-4	-17	33	-1.7
6	CC(C)CN(C(=O)COc1ccc2ccc(=O)oc2c1)C1CCS(=O)(=O)C1 (stereo not drawn)	12	0	25	-11	-25	1	-1	-1	16	-1.5
7	CN(C)N(C)C(=O)C(O)(c1ccccc1)c1ccccc1	-7	0	20	-9	-20	1	-3	-4	4	1.5
8	O=C(N/N=C/c1cccc(F)c1)c1ccc(Cl)cc1	-8	-2	-27	-14	27	-1	-3	-5	10	-1.2
9	Cc1c(Cl)cccc1NC(=O)C(=O)NNC(=O)c1ccccc1F	11	-4	14	0	-14	2	2	-2	10	1.1
10	CCOC(=O)C1CCCCN1Cc1cn(C)nc1-c1ccccc1F (stereo not drawn)	-1	2	22	4	-22	-1	-3	-6	26	0.8
11	COc1ccc(NC2CCCN(Cc3cccc4cnccc34)C2)cc1OC (stereo not drawn)	-3	30	26	9	-26	1	-2	-1	14	-0.6
12	CC(C)(O)C#Cc1ccc(CN2CCN(C3CCCCC3)C(CCO)C2)cc1 (stereo not drawn)	1	10	39	-14	-39	3	0	-4	3	0.3
13	Cc1ccc(C(=O)OCC(=O)NCc2ccc3c(c2)OCO3)o1	-14	-2	5	-4	-5	0	-1	-1	0	-0.1
14	O=C(N/N=C/c1ccncc1)c1ccncc1	0	0	13	10	-13	0	-2	-4	31	-1.1
15	O=C(CSc1nc2ccccc2[nH]1)N/N=C/C=C\c1ccccc1[N+](=O)[O-]	-9	-1	-5	-7	5	1	-3	-7	-7	-0.3
16	Nc1nnc(-c2ccc(Cl)c([N+](=O)[O-])c2)s1	-3	2	7	-8	-7	3	-5	0	7	0.1
17	Cc1cc(C)n(C(=O)CNC(=O)c2cccc(F)c2)n1	-6	0	11	6	-11	-3	-5	3	12	0.1
18	CC1CN(C(=O)c2ccc(COc3ccc4ccccc4c3)o2)CC(C)O1 (stereo not drawn)	2	0	-13	-14	13	-3	-8	-13	-4	-0.2
19	CN(C)/C=C/C(=O)c1cnc(-c2ccccc2Cl)s1	5	2	-4	-2	4	4	1	0	18	0.6
20	S=c1[nH]nc(-c2cccnc2)n1/N=C/c1ccccc1	-10	-4	10	-9	-10	2	-4	-9	44	-2.0
21	Cc1ccc2nc(NC(=O)C3CCN(S(=O)(=O)c4ccc5c(c4)oc(=O)n5C)CC3)sc2c1	-1	nt	12	2	-12	3	-2	2	30	0.7
22	O=C(NCc1ccccc1)c1ccc(CS(=O)(=O)c2ccccc2)o1	5	2	3	16	-3	-5	-2	-3	-1	0.9
23	CCC(C)(NC(=O)c1ccccn1)C(=O)NC1CCCCC1 (stereo not drawn)	4	1	30	-6	-30	-1	-1	-6	-5	0.7
24	O=C(CN1C(=O)c2ccccc2S1(=O)=O)NCCC1=CCCCC1	0	0	10	-8	-10	-1	-1	-12	-2	0.0
25	COc1cc(C)c(Cl)cc1S(=O)(=O)N1CCSC1	0	0	3	-10	-3	-1	-8	2	7	-0.5
26	CCOc1cc(CNCCc2ccc(S(N)(=O)=O)cc2)ccc1OCC(=O)NC1CCCCC1	-6	nt	-18	-3	18	1	-6	-5	0	0.1
27	COc1ccccc1-c1cc(C(=O)N2CCN(c3ccccc3OC)CC2)no1	-6	-4	-16	-11	16	-9	0	2	-13	-0.2
28	CCc1nnc(NC(=O)CSc2nnc(COc3ccc(C)cc3)n2-c2ccccc2)s1	-5	nt	31	-1	-31	0	1	-2	17	-0.6
29	COC(=O)CCC(=O)OC1(C)C(=O)C=C2C=C(C3CC3)N(CCc3c[nH]c4ccccc34)C=C2C1=O (stereo not drawn)	2	nt	16	4	-16	3	1	0	2	-0.9
30	Cc1ccc(NNC(=O)c2c(F)cccc2Cl)cc1Cl	-4	-1	5	-9	-5	-2	1	-3	-7	0.6

More structures follow:
No.	SMILES	PKA-R2B activ	NSD2 inh	SR-BI uptake up	PvdQ acylase	SR-BI HDL uptake	DAGLB inh	Keap1-Nrf2 PPI	RTF Ca sens inh	Arr AP2 block	LANA DNA inh
31	COc1ccc(OCc2cccc(C(=O)Nn3cc([N+](=O)[O-])cn3)c2)cc1	0	5	9	3	-9	1	0	7	18	0.5
32	Cc1c(C2=CCN(S(=O)(=O)c3ccc(Br)cc3)CC2)c2ccccc2n1C	-9	2	22	-9	-22	-7	1	8	-3	0.0
33	COc1ccc(C(=O)C2=NN(C(C)=O)CC2c2ccco2)cc1 (stereo not drawn)	9	8	5	-8	-5	2	-5	-3	-5	-0.8
34	Cc1cccc(Nc2nc(Cl)ncc2F)c1C	-6	-1	-6	-14	6	-3	-4	-5	5	-0.5
35	CC(C)=CC(=O)N1CC[C@@H](N2CCN(c3ccccc3F)CC2)[C@H](O)C1	9	-2	12	-5	-12	1	4	-5	-10	1.3
36	CC(C)NC(=O)COC(=O)c1cccc(NS(=O)(=O)/C=C/c2ccccc2)c1	-15	-1	-7	-10	7	0	5	12	6	1.9
37	COc1ccccc1-n1cnc2cc(C(=O)NC3CCCC3)ccc21	4	-2	-31	-8	31	-1	-1	-4	4	0.9
38	CC1=NN=C(c2ccccc2)C(c2c[nH]c3ccccc23)N1O (stereo not drawn)	-10	3	-17	-16	17	0	1	1	-13	0.8
39	CN(Cc1ccon1)C(=O)CC1C(=O)NCCN1Cc1cccc(F)c1F (stereo not drawn)	-2	0	10	-11	-10	0	1	4	-7	1.2
40	Cc1ccc(NC(=O)CN2C(=O)NC(C)(CCc3ccccc3)C2=O)cc1 (stereo not drawn)	1	-2	-9	7	9	-4	5	-1	-16	-10
41	O=C(CN1C(=O)C2C3C=CC(C3)C2C1=O)NCc1ccc2c(c1)OCO2 (stereo not drawn)	-4	23	8	3	-8	1	-4	5	26	-0.2
42	O=C(CSc1nnc(-c2cccs2)o1)OCc1ccccc1	-5	3	-1	3	1	-9	1	3	18	0.2
43	Cc1cc(C)c(-c2csc(NC(=O)C3=COCCO3)n2)c(C)c1	-5	-1	-3	-8	3	-8	-4	0	-4	-0.7
44	Cn1c(CNC(=O)c2ccc(F)cc2)cc2ccccc21	-17	1	0	12	0	-6	0	-7	5	2.8
45	Cc1c(N)cccc1-n1cnnn1	1	-2	6	-10	-6	-2	-6	-6	18	-1.1
46	COc1ccc(C)cc1NC(=O)C(OC(=O)c1cnc(C)cn1)c1ccccc1 (stereo not drawn)	-6	4	24	3	-24	-2	4	-3	19	1.1
47	Clc1ccc(-c2cc(-c3ccccn3)on2)c(Cl)c1	-4	-4	-17	-21	17	-4	-2	3	5	-0.9
48	CCC1CN(C(=O)N2CCC(C(=O)NCCc3ccccc3)CC2)c2ccccc2O1 (stereo not drawn)	-2	0	-56	11	56	-2	-2	-4	51	-1.9
49	COCC(=O)Oc1c(Sc2ccccc2[N+](=O)[O-])c(C)nn1C(C)(C)C	5	2	13	6	-13	0	-4	-1	53	-0.7
50	CCn1cc(C(=O)NC2CCCC2)c(=O)c2cc(S(=O)(=O)N3CCOCC3)ccc21	3	nt	-12	-9	12	3	0	3	7	-0.5
51	CCn1c(CN2CCOCC2)nnc1SCC(=O)Nc1ccc(C(C)=O)cc1	-5	-2	7	-14	-7	1	-2	4	-3	0.7
52	COc1ccccc1C(=O)NC(=O)COC(=O)CCOc1ccccc1C	18	-2	32	-13	-32	-4	0	28*	-2	-0.1
53	O=C(COC(=O)c1ccccc1C(=O)c1ccccc1)NCCc1ccccc1	-13	0	0	-11	0	-2	-7	2	2	-0.9
54	O=C(NCc1ccncc1)C(=O)NCC1OCCCN1S(=O)(=O)c1ccc(F)cc1 (stereo not drawn)	-3	-1	16	-3	-16	2	2	-5	6	-0.7
55	CCC(c1nnc(SCC(=O)Nc2ccc(N3CCOCC3)cc2)n1Cc1ccccc1)N(C)C (stereo not drawn)	-12	-2	-5	10	5	1	-1	-5	-5	3.2
56	c1ccc(SCc2cn(C[C@H]3CC[C@@H]([C@@H]4CC[C@H](Cn5cc(CSc6ccccc6)nn5)O4)O3)nn2)cc1	-5	nt	-5	3	5	-2	1	-1	6	1.8
57	O=C(NCC(=O)N1CCN(c2ccccc2O)CC1)C1CCCCC1	3	-6	-20	-7	20	-3	3	-2	2	-0.6
58	O=C(NCc1cccnc1)c1ccc(Br)s1	2	-2	nt	-7	nt	2	-4	-5	-1	-0.2
59	CS(=O)(=O)Nc1cccc(C2=NN(C(=O)c3ccccc3)C(c3cccs3)C2)c1 (stereo not drawn)	-2	-1	-8	-15	8	0	-2	-10	-19	0.4
60	CCn1cnc2sc(C(=O)N(Cc3ccc(N(C)C)cc3)Cc3ccco3)c(C)c2c1=O	1	9	nt	-13	nt	2	6	-5	-3	-2.3

Following part
No.	SMILES	PKA-R2B activ	NSD2 inh	SR-BI uptake up	PvdQ acylase	SR-BI HDL uptake	DAGLB inh	Keap1-Nrf2 PPI	RTF Ca sens inh	Arr AP2 block	LANA DNA inh
61	O=C(C1CC1)N1CCc2cc(Br)cc(S(=O)(=O)N3CCOCC3)c21	-3	-7	-36	-8	36	1	-4	1	4	-0.6
62	C[C@H]1CN([C@@H](C)CO)C(=O)c2cc(NC(=O)CCN3CCOCC3)ccc2O[C@H]1CN(C)C(=O)Nc1ccc(F)cc1	-11	nt	-21	-6	21	0	-3	-8	nt	0.4
63	CCOc1ccc(-c2nc(-c3ccc(OC)cc3)no2)cc1OCC	-8	5	-32	-9	32	-9	1	-3	23	0.1
64	COC(=O)c1ccc(NC(=O)CSc2nnc(-c3cccnc3)o2)cc1	-9	7	14	-15	-14	1	-4	2	-2	-1.4

One compound at a time, as listed above. Order of screens: PKA-R2B activ | NSD2 inh | SR-BI uptake up | PvdQ acylase | SR-BI HDL uptake | DAGLB inh | Keap1-Nrf2 PPI | RTF Ca sens inh | Arr AP2 block | LANA DNA inh
Results for `O=C(C1CC1)N1CCc2cc(Br)cc(S(=O)(=O)N3CCOCC3)c21` → -3 | -7 | -36 | -8 | 36 | 1 | -4 | 1 | 4 | -0.6
Results for `CCOc1ccc(-c2nc(-c3ccc(OC)cc3)no2)cc1OCC` → -8 | 5 | -32 | -9 | 32 | -9 | 1 | -3 | 23 | 0.1
Results for `C[C@H]1CN([C@@H](C)CO)C(=O)c2cc(NC(=O)CCN3CCOCC3)ccc2O[C@H]1CN(C)C(=O)Nc1ccc(F)cc1` → -11 | nt | -21 | -6 | 21 | 0 | -3 | -8 | nt | 0.4
